From PubChem
TbMetRS inhib: Trypanosoma brucei MetRS inhibition | purified T. brucei MetRS, ATP depletion, Kinase-Glo luminescence | inhibition, % at 11.9 µM | hit rate 0.4% among 360,000 | AID 624268;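 active = inhibition above a per-plate cutoff of the control wells' mean inhibition plus 3 SD, cut at about 5.5% in these data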;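 note: 0% = DMSO wells median and 100% = median of wells with control inhibitor compound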
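Material: T. brucei methionyl-tRNA synthetase, purified; reagent: substrates ATP, L-methionine and bulk Escherichia coli tRNA; dosing: 11.9 µM single point; timing: 15 min plus 2 h at 25 °C; detection: luminescence of leftover ATP; evaluation: % inhibition; control set: DMSO-only wells as low control; replicates: singlicate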
Scp-1 inhibitor: Scp-1 (human) phosphatase inhibition. AID 493091. Recombinant Scp1, phosphopeptide, malachite green phosphate absorbance. inhibition, % at 20 µM. Q9GZU7. hit rate 0.88% among 340,000;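 active = inhibition above about 50% at 20 µM, limit read from the data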;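 note: plate controls were DMSO wells with enzyme for no effect and wells lacking enzyme for full effect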
Target sequence (Q9GZU7 76-261 limits assumed): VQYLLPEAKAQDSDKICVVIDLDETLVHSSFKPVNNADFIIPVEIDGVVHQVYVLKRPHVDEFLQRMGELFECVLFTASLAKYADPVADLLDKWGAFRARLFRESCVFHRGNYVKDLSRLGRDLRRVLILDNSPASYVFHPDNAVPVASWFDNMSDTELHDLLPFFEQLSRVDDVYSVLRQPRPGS
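Material: truncated SCP-1 phosphatase (76-261aa) / Buffer or medium: 50 mM Tris acetate pH 5.5, 0.005% Tween-20, 10 mM MgCl2 / Compound dosing: one concentration, 20 µM, with 1.0% DMSO / Incubation: 45 min room-temperature reaction, 5 min colour, 30 min stabiliser / Detection: colorimetric free-phosphate detection, absorbance 630 nm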
NRP1-CendR mod: alters CendR peptide binding to human NRP-1. inhibition, % at 25 µM. FAM-RPARPAR peptide binding to NRP-1, fluorescence polarization. hit rate 0.85% among 360,000. O14786;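 active = inhibition or corrected inhibition above about 18%, plus a signal ratio from 0.5 to 1.5, limit read from the data, passing the limit was not always enough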; note: strong numbers were not always called active
eLon inh: inhibits E. coli Lon protease; P0A9M0; purified E. coli Lon protease, fluorescence polarization; inhibition, % at 7.94 µM; hit rate 0.42% among 360,000; in the data active = inhibition above about 13%, passing the limit was not always enough;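 note: 0% = enzyme with probe and DMSO and 100% = no enzyme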
Target sequence (P0A9M0 whole entry, looked up): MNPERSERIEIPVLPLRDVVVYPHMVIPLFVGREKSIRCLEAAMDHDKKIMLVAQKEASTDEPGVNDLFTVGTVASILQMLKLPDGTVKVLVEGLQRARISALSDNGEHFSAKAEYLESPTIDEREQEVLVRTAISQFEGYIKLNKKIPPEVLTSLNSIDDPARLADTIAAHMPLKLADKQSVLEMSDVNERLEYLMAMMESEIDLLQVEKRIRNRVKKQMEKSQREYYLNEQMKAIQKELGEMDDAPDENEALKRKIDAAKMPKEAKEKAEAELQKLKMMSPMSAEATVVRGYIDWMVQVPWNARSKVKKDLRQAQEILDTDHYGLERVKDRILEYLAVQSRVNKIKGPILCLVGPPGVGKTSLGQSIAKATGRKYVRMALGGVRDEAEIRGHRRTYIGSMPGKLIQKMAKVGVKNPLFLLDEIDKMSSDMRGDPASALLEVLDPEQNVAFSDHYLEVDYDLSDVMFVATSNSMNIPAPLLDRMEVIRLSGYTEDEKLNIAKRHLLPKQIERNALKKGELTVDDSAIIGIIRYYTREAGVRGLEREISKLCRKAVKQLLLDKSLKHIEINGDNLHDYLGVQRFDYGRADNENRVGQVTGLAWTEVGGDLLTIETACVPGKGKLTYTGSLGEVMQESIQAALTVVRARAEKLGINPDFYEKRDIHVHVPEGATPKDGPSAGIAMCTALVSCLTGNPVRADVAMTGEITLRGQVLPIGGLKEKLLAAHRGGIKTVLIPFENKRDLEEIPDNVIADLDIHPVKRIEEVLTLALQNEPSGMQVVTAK
LMPTP block: blocks human LMPTP phosphatase; P24666; inhibition, % at 20 µM; hit rate 0.22% among 360,000; AID 651560; recombinant LMPTP-A, OMFP fluorogenic substrate, fluorescence intensity;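 active = compounds that cut the enzyme signal by at least half of the control window in the single-dose screen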;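 note: plate controls were DMSO wells with enzyme plus substrate for no effect and substrate without enzyme for full effect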
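Buffer or medium: Bis-Tris pH 6.0, DTT, detergent; Assay system: LMPTP-A enzyme; Quantity: 0.625 nM enzyme; Detection: endpoint fluorescence intensity; Times: 50 min dark incubation at room temperature; Controls: substrate-only low control, DMSO enzyme-plus-substrate high control; Doses: single 20 µM dose; Read-out: percent inhibition versus substrate-only and uninhibited controls; Reagent: 400 µM OMFP.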
SUMO1 PPI mod: modulators of human SUMO1-mediated protein-protein interactions. hit rate 0.33% among 360,000. inhibition, % at 20 µM. SUMO1 binding to a labelled peptide, TR-FRET, 1 h. AID 602429. P63165; in the data active = inhibition above about 37%
DNMT1 block: DNMT1 (human) enzyme inhibition | hit rate 0.83% among 360,000 | AID 588458 | inhibition (reported as % activation of signal), % at 10 µM | DNMT1 molecular beacon, Hinp1I cleavage, fluorescence; in the data active = inhibition above about 50%
STEP inh: blocks human striatal-enriched tyrosine phosphatase | inhibition, % at 20 µM | AID 588621 | recombinant STEP, OMFP fluorogenic substrate, fluorescence | P54829 | hit rate 0.25% among 360,000;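 active = inhibition at 20 µM, scaled per plate between control wells, above about 37%, limit read from the data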;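 note: 0% = DMSO with enzyme and substrate and 100% = substrate only without enzyme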
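Test system: STEP tyrosine phosphatase / Reagent: OMFP at 25 µM / Doses: 20 µM, 1% DMSO / Read-out: percent inhibition scaled to no-enzyme and uninhibited-enzyme controls, plate-pattern corrected / Detection: FITC-channel fluorescence of OMFP product / Medium: Bis-Tris buffer pH 6.0, 2.5 mM DTT, 0.005% Tween 20 / Schedule: 20 min at room temperature, dark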
MsrA inh: bovine MsrA inhibition. purified bovine MsrA, absorbance read-out. inhibition, % at 15.5 µM. hit rate 0.75% among 360,000. AID 651718; in the data active = inhibition above about 4.5%;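 note: 0% = vehicle wells with enzyme and 100% = reference inhibitor wells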
bovine MsrA act: bovine methionine sulfoxide reductase A activation; hit rate 0.3% among 360,000; purified bovine MsrA, absorbance read-out; activation, % at 10.6 µM; in the data active = activation above about 7.5%;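 note: 0% = vehicle and 100% = reference activator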
* marks the source's active call; other numbers are inactive results; x = not tested or not shown.

MsrA inh	DNMT1 block	Scp-1 inhibitor	bovine MsrA act	SUMO1 PPI mod	NRP1-CendR mod	LMPTP block	STEP inh	eLon inh	TbMetRS inhib	structure
-0.4	-1	-1	-1	-2	10	-0.1	0	-10	0.1	COc1cc2c(cc1OC)C(c1ccc(Br)cc1)N(C(=O)c1ccccc1C(=O)O)CC2 (centres undefined)
1.6	-1	-4	8.1*	-12	-6	-3.1	-3	7	0.3	CCc1nnc(N/N=C/c2cccs2)n1N
-0.1	11	-3	-1	31	-37	2.7	-2	-13	-0.9	COc1ccc2c(COC(=O)c3n[nH]c4ccccc34)cc(=O)oc2c1
0.8	0	0	1	0	8	-3.1	2	-4	0.0	Cc1ccc(C)n1-c1ccncc1
-1.9	-6	3	-2	-1	21	0.8	1	-2	-0.7	CCCCN1C2CCCC1CC(NC(=O)c1cccc(Cl)c1)C2 (centres undefined)
0.4	1	-3	-2	1	1	-0.9	3	-14	-0.3	CNC(=O)c1ccc(NC(=O)CCNC(=O)Nc2ccccc2)cc1
-1.4	5	x	-5	2	15	-0.1	3	2	-0.4	FC(F)(F)c1ccc(-c2nc3ccccc3s2)cc1
0.0	6	-6	-3	-8	-28	-0.6	0	0	-0.1	CN(NC(=O)c1ccco1)c1nc2ccccc2nc1C(F)(F)F
-0.5	-7	-2	-2	-22	20	-3.7	0	-2	-0.3	Cc1c(C(=O)Nc2ccc(S(=O)(=O)N(C)C3CCN(C)CC3)cc2)oc2ccccc12
-0.3	0	-6	-1	1	9	0.4	2	0	-0.3	COc1ccc(NC(=O)C2CCN(S(=O)(=O)c3cn(C)nc3C)CC2)cc1
0.8	2	-2	0	3	5	-0.8	0	-1	0.2	CN(C)S(=O)(=O)c1ccc(NC(=O)N2CCN(c3ccccc3)CC2)cc1
0.3	-1	-8	0	-1	8	-1.3	-2	-9	-0.1	Cc1nnc(SCC(=O)Nc2cccc(S(N)(=O)=O)c2)n1-c1ccccc1
x	-3	-3	-5	-14	2	0.1	-2	-9	0.1	O=C(NC(=S)/C(=C1\CCCCCN1)[N+](=O)[O-])c1ccccc1
-1.2	0	4	-11	0	-8	-1.4	-2	0	-1.0	CC(NC(=O)Nc1ccc2c(c1)OCO2)c1ccncc1 (centres undefined)
-0.4	-1	-5	-3	1	7	-0.1	-4	8	0.0	CCOc1ccc(N2CC(C(=O)NCc3ccc4c(c3)OCO4)CC2=O)cc1 (centres undefined)
1.4	x	x	-8	4	-32	-1.0	x	-5	0.2	CCOC(=O)[C@]12CCC=C1N(Cc1ccco1)C(=O)[C@H](CC(=O)NCc1cccc(C(F)(F)F)c1)C2
-0.6	6	4	-1	2	5	0.1	1	-8	-0.2	CCCCN1C(=N)N([C@@H](C)CN2CCC[C@H]2CN2C(N)=NC[C@H]2C(C)C)C[C@H]1[C@H](C)CC
2.4	3	-2	-4	-2	1	-0.1	6	3	0.2	COCCNC(=S)N(CCN(C)C)Cc1cc2cc3c(cc2[nH]c1=O)OCO3
3.3	8	4	-12	2	-6	0.9	0	-9	-1.0	O=C(COc1ccc([N+](=O)[O-])cc1)Nc1ccccc1C(=O)NC1CC1
-0.9	8	2	-12	3	-18	1.3	-3	1	-1.0	CCOC(=O)CSc1nnc(Cn2c(=O)sc3ccccc32)n1C

The list continues:
MsrA inh	DNMT1 block	Scp-1 inhibitor	bovine MsrA act	SUMO1 PPI mod	NRP1-CendR mod	LMPTP block	STEP inh	eLon inh	TbMetRS inhib	structure
-0.4	1	-2	-1	-2	2	0.2	-1	-7	-0.2	COc1ccc(C(CC(=O)O)NC(=O)COc2ccc(C)cc2)cc1OC (centres undefined)
0.4	1	4	-2	1	-2	-0.4	-6	-4	-0.2	O=C(c1ccc2c(c1)OCO2)N1CCCc2ccccc21
-0.8	3	-9	0	2	2	-1.4	-2	-7	-0.1	Cn1c(=O)c2c(=O)cc(NNC(=O)CC#N)[nH]c2n(C)c1=O
-1.1	2	3	-14	-1	-5	-0.2	-2	-2	-1.5	C=CCN1C(=O)/C(=C/c2ccsc2)SC1=S
-0.8	4	-10	-2	-1	-7	4.0	2	-7	-0.2	Cc1cccc(CSc2nc3sc(C)c(C)c3c(=O)n2Cc2ccco2)c1
0.1	1	0	-3	-3	1	-0.4	-4	0	-0.3	CC(C)N1CCN(Cc2ccc(Oc3ncccn3)cc2)CC1CCO (centres undefined)
-0.2	-3	-7	-3	3	-8	-0.1	1	3	0.3	CCC(=O)N1CCc2cc(S(=O)(=O)CCC(=O)N3CCN(c4ccc(C(C)=O)cc4)CC3)ccc21
-1.8	-2	-2	-2	3	10	-0.7	2	-3	0.0	CCOCc1nnc(NC(=O)CCS(=O)(=O)Cc2ccccc2)s1
-1.2	-3	0	-1	-5	9	1.5	1	2	-0.5	CN1CCN(c2ccc(NC(=O)COc3ccccc3)cc2Cl)CC1
3.1	-4	-4	0	-16	-5	0.6	0	-2	0.1	O=C(c1cnn2c(C(F)(F)F)cc(-c3ccco3)nc12)N1CCc2ccccc2C1
0.6	5	-5	-3	-1	2	0.7	-8	1	0.2	Cc1nc2sc(C(c3ccccc3)N3CC(C)OC(C)C3)c(O)n2n1 (centres undefined)
-0.1	1	0	-1	2	-8	0.4	-2	-6	0.0	COc1ccc(OC)c(NC(=O)CSc2nnc(-c3ccco3)n2-c2ccccc2)c1
-0.5	0	-9	-1	-2	7	0.5	-2	5	-1.4	Clc1ccc(Oc2cnns2)c(Cl)c1
0.8	-1	-6	-5	-21	12	-0.4	-2	-1	-0.2	O=[N+]([O-])c1cc2c(cc1/C=N\NS(=O)(=O)c1ccccc1)OCO2
1.1	0	7	-1	-4	19	-0.2	0	11	-0.2	Cc1ccc(-c2csc3ncn(/N=C/N(C)C)c(=O)c23)o1
-0.4	-3	-7	1	-17	-11	-0.3	1	-4	0.0	COC(=O)c1nn(-c2cccc(C(F)(F)F)c2)c(=O)cc1Sc1ccccn1
-1.4	-1	-1	0	-1	-6	0.7	0	-1	-0.5	Cc1cc(=S)n(-c2ccccc2)n1C
-0.1	-1	2	-1	0	8	-1.8	1	0	0.2	O=C(CNC(=O)c1cnccn1)Nc1ccc(F)c(F)c1F
0.4	0	-10	2	-3	-4	-0.9	-4	7	0.2	Cc1ccc(S(=O)(=O)N2CCN(C(=O)CCC(=O)NC3CCCc4ccccc43)CC2)cc1 (centres undefined)
-0.7	-3	0	0	2	-4	1.7	0	-7	0.6	C=CCn1c(N2C(=O)CC(Cc3ccccc3)C2=O)nc2ccccc21 (centres undefined)

Remaining list, next part
MsrA inh	DNMT1 block	Scp-1 inhibitor	bovine MsrA act	SUMO1 PPI mod	NRP1-CendR mod	LMPTP block	STEP inh	eLon inh	TbMetRS inhib	structure
-0.4	1	3	-2	-21	2	-1.5	0	-9	0.6	Cc1cc(C)n2nc(C(=O)N/N=C/c3cccc(Cl)c3)nc2n1
0.5	4	-10	-2	3	-5	1.8	1	-2	-0.7	CCCCOc1ccc(/C=N/NC(=S)Nc2cccc(C)c2C)cc1
1.1	1	x	-8	4	8	0.4	-3	2	-1.2	Cc1ccccc1S(=O)(=O)N(C)C[C@H]1OCc2cn(nn2)CCCC(=O)N([C@H](C)CO)C[C@@H]1C
0.0	1	-4	-4	2	-4	-0.3	-1	2	-0.2	Cc1cc(=O)[nH]c(SCC(=O)OCc2ccccc2)c1C#N
1.3	-9	-10	-7	4	4	3.0	5	-10	-1.3	COc1ccccc1-c1cc(C(F)(F)F)nc(NCc2cccs2)n1
-0.3	-4	x	-2	4	6	-2.5	-2	0	-1.0	CCCCN1C(=O)C(CC(=O)NCCN2CCOCC2)CC(C(=O)N(CC)CC)=C1C (centres undefined)
-0.4	33	-32	-6	1	-23	2.3	2	-5	-0.5	O=C(Nc1ccc(Cl)c(Cl)c1)c1csc(-c2ccccc2)n1

An excerpt of these results, with bars between the fields:
SMILES | MsrA inh | DNMT1 block | Scp-1 inhibitor | bovine MsrA act | SUMO1 PPI mod | NRP1-CendR mod | LMPTP block | STEP inh | eLon inh | TbMetRS inhib
C=CCn1c(N2C(=O)CC(Cc3ccccc3)C2=O)nc2ccccc21 (centres undefined) | -0.7 | -3 | 0 | 0 | 2 | -4 | 1.7 | 0 | -7 | 0.6
Cc1cc(C)n2nc(C(=O)N/N=C/c3cccc(Cl)c3)nc2n1 | -0.4 | 1 | 3 | -2 | -21 | 2 | -1.5 | 0 | -9 | 0.6
CCCCOc1ccc(/C=N/NC(=S)Nc2cccc(C)c2C)cc1 | 0.5 | 4 | -10 | -2 | 3 | -5 | 1.8 | 1 | -2 | -0.7
Cc1ccccc1S(=O)(=O)N(C)C[C@H]1OCc2cn(nn2)CCCC(=O)N([C@H](C)CO)C[C@@H]1C | 1.1 | 1 | x | -8 | 4 | 8 | 0.4 | -3 | 2 | -1.2
Cc1cc(=O)[nH]c(SCC(=O)OCc2ccccc2)c1C#N | 0.0 | 1 | -4 | -4 | 2 | -4 | -0.3 | -1 | 2 | -0.2
COc1ccccc1-c1cc(C(F)(F)F)nc(NCc2cccs2)n1 | 1.3 | -9 | -10 | -7 | 4 | 4 | 3.0 | 5 | -10 | -1.3
CCCCN1C(=O)C(CC(=O)NCCN2CCOCC2)CC(C(=O)N(CC)CC)=C1C (centres undefined) | -0.3 | -4 | x | -2 | 4 | 6 | -2.5 | -2 | 0 | -1.0
O=C(Nc1ccc(Cl)c(Cl)c1)c1csc(-c2ccccc2)n1 | -0.4 | 33 | -32 | -6 | 1 | -23 | 2.3 | 2 | -5 | -0.5
